EPAC2 agonist: EPAC2 (human) agonism; EPAC2 activation, biochemical qHTS; response scale: 100% = 6.5 mM cAMP response; Potency, µM (doses to about 154 µM), for inactives: at the highest dose activation, usual class: activators; 360,000 compounds, 0.079% hits; AID 720711; further: potency means the concentration at half of the fitted maximal effect; nearly all actives have a fitted effect of over 50% in size
Target sequence (Q8WZA2 whole entry, looked up): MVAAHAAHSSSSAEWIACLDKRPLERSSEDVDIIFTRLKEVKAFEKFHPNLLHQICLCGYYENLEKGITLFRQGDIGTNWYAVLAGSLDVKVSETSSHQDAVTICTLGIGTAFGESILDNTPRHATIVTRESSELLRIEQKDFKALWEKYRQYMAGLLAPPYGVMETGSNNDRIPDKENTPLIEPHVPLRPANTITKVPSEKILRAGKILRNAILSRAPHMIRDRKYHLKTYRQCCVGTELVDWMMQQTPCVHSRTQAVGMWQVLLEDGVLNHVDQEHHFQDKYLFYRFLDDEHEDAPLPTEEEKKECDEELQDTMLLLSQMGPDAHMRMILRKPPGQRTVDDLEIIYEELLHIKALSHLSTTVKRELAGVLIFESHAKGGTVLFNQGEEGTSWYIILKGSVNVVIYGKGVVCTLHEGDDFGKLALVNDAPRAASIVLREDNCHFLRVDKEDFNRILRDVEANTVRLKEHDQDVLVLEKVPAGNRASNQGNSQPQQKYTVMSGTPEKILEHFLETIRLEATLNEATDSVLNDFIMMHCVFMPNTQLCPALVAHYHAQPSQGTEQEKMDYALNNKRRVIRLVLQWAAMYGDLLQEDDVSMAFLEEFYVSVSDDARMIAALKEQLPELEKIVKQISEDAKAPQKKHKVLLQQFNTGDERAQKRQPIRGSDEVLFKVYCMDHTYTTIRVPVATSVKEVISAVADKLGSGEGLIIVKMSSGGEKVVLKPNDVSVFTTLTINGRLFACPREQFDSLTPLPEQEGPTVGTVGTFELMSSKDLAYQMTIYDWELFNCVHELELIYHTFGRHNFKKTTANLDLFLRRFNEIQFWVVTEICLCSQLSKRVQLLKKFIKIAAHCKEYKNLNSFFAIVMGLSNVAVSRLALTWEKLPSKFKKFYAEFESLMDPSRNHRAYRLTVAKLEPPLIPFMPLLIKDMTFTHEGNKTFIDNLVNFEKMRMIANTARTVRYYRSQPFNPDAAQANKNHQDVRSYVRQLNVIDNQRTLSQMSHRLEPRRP
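Fluorescence exchange assay: 100 nM EPAC2 with 250 nM RAP1B-BODIPY-GDP and 50 uM GDP; compounds tested as a concentration-titration series (qHTS). Loss of Rap1-bound BODIPY-GDP fluorescence read at 480/540 nm; data normalized to 6.5 mM cAMP.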
WRN inhibitor: WRN helicase (human) inhibition; Q14191; WRN helicase unwinding, fluorescent forked duplex, kinetic; Potency, µM (highest dose often 114 µM), inactives show at the highest dose activity change, negative = inhibition, usual class: inhibitors; 360,000 compounds, 0.46% hits; AID 651768; further: potency means the concentration at half of the fitted maximal effect; on the % scale 0 is the no-effect control and ±100 the full control effect; nearly all actives have a fitted effect of over 55% in size
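Screening of the MLSMR collection measured strand separation of a quenched forked DNA duplex (100 nM) by 20 nM WRN with 2 mM ATP, all final. Compounds were preincubated with enzyme 15 min at room temperature.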
EPAC1 antag: antagonists of human EPAC1; 360,000 compounds, 0.14% hits; Potency, µM (doses to about 115 µM), for the others: at the highest dose activity change, negative = inhibition, hits mostly inhibitors; EPAC1 GEF assay, Rap1b-BODIPY-GDP exchange fluorescence;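 further: potency means the concentration at half of the fitted maximal effect; plate controls were vehicle for no effect and positive control for full effect; nearly all actives have a fitted effect of over 50% in size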
PLK1 PBD block: PLK1 (human) polo-box domain binding inhibition | Potency, µM, for the others: max response, negative = inhibition, most hits filed as inhibitors | AID 720504 | P53350 | 360,000 compounds, 2.8% hits | Plk1 PBD binding of FITC phosphopeptide, fluorescence polarization; further: potency means the concentration at half of the fitted maximal effect; series mostly up to about 57 µM; on the % scale 0 is the no-effect control and ±100 the full control effect; nearly all actives have a fitted effect of over 65% in size
CCT modulator: modulators of cytosolic chaperonin (CCT/TRiC) activity; purified chaperonin ATPase assay, HTRF ADP detection, 30 min; activity change, % (test concentration not listed), hits read low; 360,000 compounds, 0.3% hits; in the data active means activity change below about -30%; further: on the % scale 0 is the no-effect control and ±100 the full control effect
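First, chaperonin was dispensed at 40 nM or 20 nM final depending on batch activity. Next, compounds were pinned at 76 uM and ATP added at 10 uM. After 30 min at 37 °C, ADP detection reagents ran 30 min at ambient temperature.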
IL-2 act: activates IL-2 in a cell-based reporter assay; IL-2 activation reporter assay, cell-based qHTS; stimulated with anti-CD3/CD4/CD28 beads; in transgenic mouse T cells; activation, % (series mostly up to about 46 µM); 360,000 compounds, 0.065% hits; in the data active means activation above about 50%; inconclusive means mostly about 30% to 49%; further: 0% is about no effect
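EGFP and DsRed fluorescence is measured by plate cytometry in unstimulated transgenic mouse T cells exposed to compound for 60 minutes, then stimulated 18 hours at 37 degrees C with anti-CD3/anti-CD4 beads plus anti-CD28.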
EPAC1 ag: agonists of human EPAC1; O95398; EPAC1 agonist qHTS, biochemical assay; response scale: 100% = response to 6.5 mM cAMP; Potency, µM (highest dose often 154 µM), inactives show at the highest dose activation, most hits filed as activators; 360,000 compounds, 0.073% hits; AID 720707; further: potency means the concentration at half of the fitted maximal effect; nearly all actives have a fitted effect of over 60% in size
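Nucleotide exchange assay: 100 nM EPAC1 with 250 nM Rap1B loaded with BODIPY-GDP and 50 uM GDP, room temperature. Fluorescence (480/540 nm) read every 5 min for 30 min; signal change normalized to 6.5 mM cAMP as full agonist.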
PI5P4K alpha inh: blocks human PI5P4K alpha kinase activity; 330,000 compounds, 1.2% hits; PI5P4Kalpha enzyme, ADP-Glo luminescence, 60 min; active compounds read low; max response, %; active means max response of -50% or lower; inconclusive means between -30% and -50%; inactive means -30% or higher; further: value at the top dose of about 77 µM; on the % scale 0 is the no-effect control and ±100 the full control effect
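Single end-point luminescence (ADP-Glo) quantified ADP from PI5P4Kalpha turnover; ATP 5 microM final, 1 h at RT, 0.1% CHAPS and 0.28 mM EGTA in HEPES pH 7.4.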
The depositor's hits bear a star; ? = inconclusive; / = no result given; [ ] = dose if it differs, or a comment. Unless noted, the call rests on the fitted dose curve; in most records, active means well fitted curve in the direction sought with a large enough effect; inconclusive means small, poorly fitted or top-dose-only effect, or another doubt; inactive means no such curve, though single readings can be large; an effect the other way counts as inactive or inconclusive. The list is partial; the hit share may differ from the screen's.

(1) O=C1CCN(Cc2ccc([N+](=O)[O-])cc2)CCN1CCO
(2) C=C1CC(COc2cc(=O)oc3ccccc23)(c2ccccc2)OC1=O (stereo not drawn)
(3) CCOC(=O)C1=C(C)OC(N)=C(C#N)C1c1ccc(C)s1 (stereo not drawn)
(4) COc1ccc(/C=C/c2c([N+](=O)[O-])c(=O)n(C)c(=O)n2C)c(OC)c1
(5) C/C(Cc1ccccc1)=N\NC(=O)CNC(=O)COc1ccccc1
(6) CCn1c(/C=C/N(C(C)=O)c2ccccc2)[n+](CC)c2ccc(Cl)cc21
(7) CCn1ccnc1CNC(=O)C1CCC(=O)N(Cc2cccc(C(F)(F)F)c2)C1 (stereo not drawn)
(8) CCc1cccc(NC(=S)N(CCOC)C2CCN(C(C)=O)CC2)c1
assay / entry,1,2,3,4,5,6,7,8
EPAC2 agonist,2%,-2%,-15%,9%,10%,2%,6%,9%
WRN inhibitor,3%,-31%,-3%,-1%,-9%,4%,2%,5%[57.1 µM]
EPAC1 antag,10%,9%,-8%,16%,-23%,0%,14%,-5%
PLK1 PBD block,-9%,0%,-20%,-15%,-5%,1%,4%,-25%
CCT modulator,0.2,0.2,0.3,-1.8,-0.4,-1.1,0.9,-4.2
IL-2 act,1.0,-0.7,1.0,-0.7,0.2,-3.4,0.2,-0.6
EPAC1 ag,-11%,-5%,2%,7%,1%,1%,-7%,13%
PI5P4K alpha inh,1,-3,-4,6,0,-5,-1,0

(9) Cc1ccccc1NC(=O)C(C)OC(=O)CNS(=O)(=O)c1ccc(C#N)cc1 (stereo not drawn)
(10) COc1cccc(C2C(C(C)=O)=C(C)Nc3ncnn32)c1 (stereo not drawn)
(11) O=C(COC(=O)c1cccnc1Cl)NC12CC3CC(CC(C3)C1)C2
(12) COc1ccc(CN2C(=O)CCC2(C)c2nnnn2C2CCCCC2)cc1 (stereo not drawn)
(13) COc1ccc(CCNC(=O)CSc2nc3[nH]ncc3c(=O)n2-c2ccccc2OC)cc1OC
(14) CCN(Cc1cc2cc(OC)ccc2[nH]c1=O)C(=O)Cc1ccc(OC)cc1
(15) CCN(CC(=O)Nc1cccc(C(C)=O)c1)S(=O)(=O)c1ccc(C)cc1
(16) COc1ccc(S(=O)(=O)N2C[C@H]3CON(C)[C@H]3C[C@H]2c2cccc(Br)c2)cc1
assay / entry,9,10,11,12,13,14,15,16
EPAC2 agonist,-6%,8%,-3%,8%,6%,-6%,-4%,6%
WRN inhibitor,3%,3%,-18%,0%,1%,-2%,-14%,2%
EPAC1 antag,3%,-5%,8%,8%,-6%,-19%,-20%,-5%
PLK1 PBD block,-1%,-4%,-2%,1%,-13%,-3%,-5%,2%
CCT modulator,-2.3,-0.7,-0.1,/,0.5,0.3,2.2,3.0
IL-2 act,-1.8,-2.3,-4.5,2.9,-3.1,0.0,-0.1,-0.2
EPAC1 ag,-3%,13%,-6%,6%,-8%,10%,-8%,7%
PI5P4K alpha inh,-4,-5,5,0,0,-9,1,-6

(17) Cc1cccc(C)c1NC(=O)COc1ccc2c(C)c(Cc3ccccc3)c(=O)oc2c1
(18) CC(=O)OCC(=O)[C@@]1(O)CC[C@H]2[C@@H]3CCC4=CC(=O)C=C[C@]4(C)[C@@]3(Cl)[C@@H](Cl)C[C@@]21C
(19) COc1cccc(/C=C/c2nc(S(=O)(=O)c3ccccc3)c(N(C)C)o2)c1
(20) Cc1ccccc1C(C(=O)NCc1ccco1)N(CC1CCCO1)C(=O)Cn1nnc2ccccc21 (stereo not drawn)
(21) COc1ccccc1NC(=O)Cc1csc(NC(=S)Nc2ccc(C)cc2)n1
(22) Cc1ccc(COc2ccc(/C=N/NC(=O)c3ccc(CN4CCOCC4)cc3)cc2)cc1
(23) Cn1cnnc1SCC(=O)Nc1nc(-c2ccc(F)cc2)cs1
(24) O=C(Nc1ccccc1N1CCN(C(=O)c2ccccc2)CC1)c1ccc2c(c1)OCO2
assay / entry,17,18,19,20,21,22,23,24
EPAC2 agonist,-1%,-3%,2%,-8%,19%,0%,3%,14%
WRN inhibitor,-4%,2%,-2%,-6%,-10%,4%[57.1 µM],-6%,-14%
EPAC1 antag,-13%,11%,7%,-17%,-20%,0%,-20%,4%
PLK1 PBD block,-9%,-26%,4%,-4%,-12%,-4%,-4%,-9%
CCT modulator,-3.1,-0.3,2.3,2.4,-0.8,-0.2,-2.9,-3.0
IL-2 act,-1.7,-0.6,-4.2,1.5,-2.7,3.2,0.7,-2.6
EPAC1 ag,-8%,-17%,-8%,7%,12%,12%,-5%,4%
PI5P4K alpha inh,2,-3,-11,1,/,0,5,-1

(25) CCOc1ccc(CNC(=O)C2CCN(S(=O)(=O)N3CCC(C)CC3)CC2)cc1OC
(26) Cc1cccc(C(O)C(O)c2cccc(C)n2)n1 (stereo not drawn)
(27) Nn1c(Nc2ccccc2)nc2ccccc2c1=O
(28) N#CCCN1CCN(S(=O)(=O)c2ccc3c(c2)CCC3)CC1
(29) COc1ccc(S(=O)(=O)N(C)C)cc1NC(=O)CCNC(=O)c1ccccc1OC
(30) Cc1nn2c(NCC(C)C)c3c(nc2c1-c1ccccc1)CCC3
(31) O=C1N[C@@H](Cc2ccccc2)COC(=O)[C@@H](Cc2ccc(F)cc2)CC/C=C/C[C@@H]1CC(=O)N(CCO)Cc1ccccc1
(32) CC1CCN(C(=O)N2c3ccccc3Sc3ccccc32)CC1
assay / entry,25,26,27,28,29,30,31,32
EPAC2 agonist,-12%,5%,2%,3%,13%,1%,13%,5%
WRN inhibitor,-4%,7%,-6%,-5%,-1%,-3%,-7%,-3%
EPAC1 antag,3%,-1%,13%,-7%,-19%,1%,-9%,2%
PLK1 PBD block,-2%,-2%,-9%,-3%,-10%,-1%,-12%,-1%
CCT modulator,-0.9,-85*,4.1,-1.8,-0.4,0.5,-0.1,-1.7
IL-2 act,0.4,-0.4,0.2,0.5,0.2,-0.2,-0.6,1.4
EPAC1 ag,8%,-2%,-9%,4%,9%,0%,-4%,9%
PI5P4K alpha inh,-1,0,21,1,1,/,-4,-1

(33) CCOC(=O)C1[C@H]2C(=O)N(C(C)c3ccc(OC)cc3)C[C@]23C=C[C@H]1O3 (stereo partly drawn)
(34) Cc1ccccc1C(=O)OCC(=O)N1CC(=O)Nc2ccccc21
(35) CC(=O)C[C@@H]1OC[C@H](C)N1S(=O)(=O)c1ccc(C)cc1
(36) C[C@H]1CN([C@@H](C)CO)C(=O)c2cc(Br)cnc2O[C@@H]1CN(C)C(=O)Nc1ccc(C(F)(F)F)cc1
(37) CSc1cccc(CN2CCC(Oc3ccc(C(=O)N4CCCCC4)cc3)CC2)c1
(38) CNc1cc(C)nc(-n2nc(C)cc2C)n1
(39) CC1CCc2c(sc3ncnc(SCC(=O)c4ccccc4)c23)C1 (stereo not drawn)
(40) O=C(Cc1ccc(Cl)cc1)c1ccccc1
assay / entry,33,34,35,36,37,38,39,40
EPAC2 agonist,-9%,5%,8%,-10%,6%,6%,11%,4%
WRN inhibitor,-3%,21%,1%,2%,-5%,2%,7%,2%
EPAC1 antag,-5%,-2%,25%,-26%,-2%,9%,5%,9%
PLK1 PBD block,-7%,2%,-5%,-3%,-12%,1%,13µM*,-4%
CCT modulator,-0.3,2.1,/,-0.1,-0.6,-0.3,0.0,0.0
IL-2 act,-0.9,-2.8,0.2,-2.6,-3.0,1.3,-2.3,-0.1
EPAC1 ag,0%,-8%,16%,-16%,7%,-2%,-10%,3%
PI5P4K alpha inh,/,-8,-5,0,0,-3,-7,-1

For reference, part of the list above:
(17) Cc1cccc(C)c1NC(=O)COc1ccc2c(C)c(Cc3ccccc3)c(=O)oc2c1
(18) CC(=O)OCC(=O)[C@@]1(O)CC[C@H]2[C@@H]3CCC4=CC(=O)C=C[C@]4(C)[C@@]3(Cl)[C@@H](Cl)C[C@@]21C
(19) COc1cccc(/C=C/c2nc(S(=O)(=O)c3ccccc3)c(N(C)C)o2)c1
assay / entry,17,18,19
EPAC2 agonist,-1%,-3%,2%
WRN inhibitor,-4%,2%,-2%
EPAC1 antag,-13%,11%,7%
PLK1 PBD block,-9%,-26%,4%
CCT modulator,-3.1,-0.3,2.3
IL-2 act,-1.7,-0.6,-4.2
EPAC1 ag,-8%,-17%,-8%
PI5P4K alpha inh,2,-3,-11

The results go on.
(41) CCN(CCCNC(=O)CNC(=O)c1nn(-c2ccc(OC)c(OC)c2)c(=O)c2ccccc12)c1ccccc1
(42) Cc1cc(C)nc(CCNC(=O)CC2C(=O)NCCN2Cc2ccccc2)n1 (stereo not drawn)
(43) COc1ccc(OC)c(C2=NOC(C(=O)Nc3ccc4c(c3)OCCO4)C2)c1 (stereo not drawn)
(44) CC(C)OP(=O)(OC(C)C)C(Nc1ccccc1)c1ccc2c(c1)OCO2 (stereo not drawn)
(45) COc1ccccc1C1=NOC(Cn2c(NCCCO)nc3c2c(=O)n(C)c(=O)n3C)C1 (stereo not drawn)
(46) COc1cc(C2C(C#N)=C(N)OC3=C2C(=O)CC(C)(C)C3)ccc1OCCN1CCOCC1 (stereo not drawn)
(47) C#CCSc1nnnn1-c1ccc(OCC)cc1
(48) CC(C)NC(=O)c1ccc(CN2CCC(Cc3ccccc3)CC2)cc1
assay / entry,41,42,43,44,45,46,47,48
EPAC2 agonist,15%,2%,17%,-3%,-1%,4%,8%,-1%
WRN inhibitor,-7%,-5%,-8%,-6%,-20%,12%,-22%,7%
EPAC1 antag,?,-4%,-10%,-28%,-32%,24%,-20%,7%
PLK1 PBD block,-13%,-16%,-9%,9%,-5%,-7%,-1%,-11%
CCT modulator,0.6,-1.7,-2.7,-0.9,-0.9,1.4,1.7,-2.9
IL-2 act,-0.2,0.3,-1.9,-1.1,0.5,-1.5,-0.6,-0.2
EPAC1 ag,1%,-1%,15%,-5%,-5%,-12%,-3%,-7%
PI5P4K alpha inh,3,0,-5,22,7,-8,-3,-5

(49) Cc1cc(=O)n2c3ccccc3n(CC(O)CN3CCCCC3)c2c1C#N (stereo not drawn)
(50) NS(=O)(=O)c1ccc(NC(=O)CN2CCCCC2)cc1
(51) O=C(Nc1ccc(F)cc1)Nn1cnnc1
(52) CCC1(c2ccc(F)cc2)NC(=O)N(CC(=O)Nc2cc(S(=O)(=O)N(C)C)ccc2Cl)C1=O (stereo not drawn)
assay / entry,49,50,51,52
EPAC2 agonist,2%,-1%,7%,7%
WRN inhibitor,-2%,1%,4%,0%
EPAC1 antag,28%,0%,-17%,-13%
PLK1 PBD block,-20%,-2%,-6%,-6%
CCT modulator,1.9,-0.3,-1.8,-0.8
IL-2 act,-0.2,-1.1,-2.4,-2.2
EPAC1 ag,-5%,0%,11%,6%
PI5P4K alpha inh,/,/,-1,-1

Screens from PubChem.
